Mtb RmlCD inh: M. tuberculosis RmlC/RmlD coupled enzyme inhibitors, primary screen, biochemical, compound mixtures, 384-well, from 1536-well plates. RmlC+RmlD coupled enzyme assay, percent inhibition; primary screen in compound mixtures. inhibition, % at 3.6 µM. 160,000 compounds, 0.03% hits. AID 1533, 2009; in the data active = inhibition mostly above about 34%, no sharp cut-off; inconclusive = no clear call, values can overlap the other calls; inactive = mostly below about 22%; also: some results filed as inactive read as strong as hits
Target sequence (P9WH09 whole entry, looked up): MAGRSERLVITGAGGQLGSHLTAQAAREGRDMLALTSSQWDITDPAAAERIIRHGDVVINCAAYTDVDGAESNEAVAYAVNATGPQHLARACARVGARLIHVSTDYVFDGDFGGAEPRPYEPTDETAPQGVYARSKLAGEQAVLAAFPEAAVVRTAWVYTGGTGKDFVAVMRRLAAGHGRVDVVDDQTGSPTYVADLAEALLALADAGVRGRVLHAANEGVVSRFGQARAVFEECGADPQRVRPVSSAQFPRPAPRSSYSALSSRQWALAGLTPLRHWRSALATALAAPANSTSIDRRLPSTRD
Target sequence (P9WH11 whole entry, looked up): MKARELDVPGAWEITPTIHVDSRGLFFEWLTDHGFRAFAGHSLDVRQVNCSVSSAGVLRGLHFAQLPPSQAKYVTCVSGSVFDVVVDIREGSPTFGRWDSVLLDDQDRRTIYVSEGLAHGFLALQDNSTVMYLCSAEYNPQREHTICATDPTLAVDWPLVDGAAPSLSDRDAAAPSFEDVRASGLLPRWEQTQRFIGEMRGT
M. tuberculosis GlmU: inhibition of mycobacterial GlmU enzyme – biochemical, glucosamine-1-phosphate acetyltransferase (AID 1376). Bifunctional protein GlmU (Mycobacterium tuberculosis (strain ATCC 25618 / H37Rv)). M. tuberculosis GlmU acetyltransferase enzyme assay; higher % means a stronger effect. inhibition, %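 (tested at 30 µM in the primary screen)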, or IC50 in µM where a hit was titrated. 220,000 compounds, 0.25% hits; in the data active = inhibition above about 13%; inconclusive = no clear call, values can overlap the other calls;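 also: 0% = complete reaction with vehicle and 100% = reaction without substrate; strong numbers were not always called active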
Active calls of the source: *; ? = inconclusive; . = no result given. The list is partial, so the mix of outcomes need not match the whole.

Molecule,M. tuberculosis GlmU,Mtb RmlCD inh
CCOC(=O)c1ccc(NC(=S)Nc2ccc(Br)cc2N)cc1,6.8%,.
C=CCC1(/C=N/O)CCOC(C)(C)C1 (stereo unspecified),2.5%,7
N#CC(c1ccc(Cl)cc1)c1ncc(C(F)(F)F)cc1Cl (stereo unspecified),-1.2%,20
CCN1N=C(c2ccccc2)Cn2c1nc1ccccc12,-0.9%,.
O=C(Nc1cc(Cl)ccc1Cl)C1CC(=O)N(c2ccc(Br)cc2)C1 (stereo unspecified),2.7%,2
COc1ccc(Oc2c(O)c3ccccc3n(C)c2=O)cc1,-4.6%,-9
O=S(=O)(Nc1ccc(N2CCOCC2)cc1)c1cccs1,-5.4%,3
CC(C)c1ccc(S(=O)(=O)N2CCN(C(C)C(=O)Nc3ccccc3-c3ccccc3)CC2)cc1 (stereo unspecified),-0.4%,2
CCn1nc(C)cc1C(=O)N1CCCC(C(=O)c2cccc(OC)c2)C1 (stereo unspecified),6.4%,-8
COc1cc(C(C(=O)NC2CCCC2)N(C(=O)Cc2cccs2)C2CC2)cc(OC)c1OC (stereo unspecified),-1.5%,13
CCCCOc1ncnc2c1[nH]c1ccc(OC)cc12,-0.8%,6
CC1CCc2c(nc3nc[nH]n3c2=O)C1 (stereo unspecified),-0.8%,13
S=C(NC1CCCC1)N1CCN(c2ccccn2)CC1,-1.7%,-8
O=c1c2c(nc3n1CCCCC3)-c1ccccc1CC21CCCC1,1.7%,0
CCOC(=O)c1cnc(-n2nc(C)cc2C)nc1Nc1cccc(C(C)=O)c1,-0.4%,.

Remaining list, next part.
Molecule,M. tuberculosis GlmU,Mtb RmlCD inh
O=C(O)CSc1cc(NS(=O)(=O)c2cccc([N+](=O)[O-])c2)c2ccccc2c1O,8.9%,8
COc1ccc(C(C)NC(=S)NC2CCCC2)cc1OC (stereo unspecified),0.6%,-8
O=C(c1ccc(Br)cc1)c1cc([N+](=O)[O-])ccc1N1CCOCC1,6.7%,3
CC(=O)Nc1ccccc1-c1nnc(SCc2ccccc2Cl)[nH]c1=O,0.3%,0
CCOC(=O)CCCCC(=O)c1[nH]c(=O)[nH]c1CSc1nnc2c3ccccc3n(C(C)C)c2n1,-2.2%,-11
CCOC(=O)N1CCC(=NNc2ccc(S(N)(=O)=O)cc2[N+](=O)[O-])CC1,-2.1%,1
CC(=O)C1=C(C)OC(N)=C(C#N)C1c1ccco1 (stereo unspecified),3.8%,8
Cc1nn(C)cc1C(=O)NNC(=S)Nc1ccc(Cl)cc1,5.9%,.
CCOC(=O)C1=NNC(C(=O)c2ccccc2)C1c1ccc(C)cc1 (stereo unspecified),0.1%,6
CCn1c2ccc(C)cc2c2nc3cc(C(=O)O)ccc3nc21,191µM*,5
CCCS(=O)(=O)c1nc(C)cc(C)c1S(C)(=O)=O,-1.4%,-2
O=[N+]([O-])c1cc(C(F)(F)F)ccc1Sc1ccc2ccccc2n1,1.9%,-9
CCC(C)NC(=O)CSc1nnc(-c2ccoc2C)n1CC1CCCO1 (stereo unspecified),-1.1%,.
COc1ccc(OC)c(NC(=O)CN2CCC(C(=O)c3ccc(C)cc3)CC2)c1,-0.7%,10
Cc1ccc(NC(=O)Cn2c(=O)n(CCCCC(=O)NCc3ccco3)c(=O)c3ccccc32)cc1,0.0%,6

Later entries:
Molecule,M. tuberculosis GlmU,Mtb RmlCD inh
COc1cc(CCCN2C(=S)NC[C@H]2Cc2ccc(O)cc2)cc(OC)c1OC,2.0%,.
COc1cc(/C=N\NC(=O)c2ccc(=O)[nH]n2)cc(OC)c1OC,0.7%,.
Cc1cc(C(F)(F)F)n2ncc(-c3cccc(Br)c3)c2n1,-4.2%,-3
COc1ccc(CN=C2NC(=O)CC(C(=O)Nc3ccc(F)cc3)S2)cc1 (stereo unspecified),-3.4%,6
Cc1c(C(=O)NCc2ccccc2)c(-c2ccccc2)nn1-c1ccccc1,0.4%,-5
CCOC(=O)c1cnc(-n2nc(C)cc2C)nc1Oc1ccc(C(=O)OC)cc1,-2.3%,5
N#Cc1ccccc1NCc1ccccc1,-1.6%,.
Cc1c(Br)c(=O)oc2c(Br)c(O)c(O)cc12,55µM*,-7
Cc1[nH]nc2c1C1(C(=O)Nc3ccc([N+](=O)[O-])cc31)C(C#N)=C(N)O2 (stereo unspecified),2.3%,-9
CCOC(=O)c1nnc(-c2ccccc2)nc1N1CC(C)OC(C)C1 (stereo unspecified),-1.4%,-9
CCC(C)[C@H](NC(=O)Nc1ccc(C)cc1C)C(=O)O (stereo partly specified),-0.6%,.
CCOC(=O)C1(Cc2ccccc2)CCCN(C2CCN(C(C)=O)CC2)C1 (stereo unspecified),2.2%,-4
Cc1ccc(NC(=O)CN2C(=O)COc3ccc(C)cc32)nc1,2.6%,-3
O=C(CCCSc1nc2ccccc2s1)NC1=NCCS1,3.3%,6
CCc1nc(SCC(=O)NNC(=O)C(C)C)c2ccccc2n1,3.0%,7

Other compounds follow:
Molecule,M. tuberculosis GlmU,Mtb RmlCD inh
CC(=O)CCc1oc2c([N+](=O)[O-])cccc2c1-c1ccc(C)o1,-1.5%,2
CC(C)CNC(=O)NC(=O)COc1ncnc2sccc12,1.1%,10
CNc1nc2ccccc2n(C)c1=O,-1.4%,.
CC(C)N(CCO)C(=O)C(c1ccccc1)c1ccccc1,-2.8%,56
FC(F)(F)c1ccc(Nc2nnnc3ccccc23)cc1,-0.7%,-7
O=C(Nc1c(C(=O)NCc2ccco2)cnn1-c1ccccc1)c1cccc(F)c1,1.7%,.
CCOC(=O)c1ccc(NC(=O)C(CC)CC)cc1,3.0%,.
OC(CN1CCN(Cc2ccccc2)CC1)c1ccc(F)cc1 (stereo unspecified),0.3%,0
COc1ccc(-n2c(Cc3cccn3C)nnc2SCC(=O)NC2CCCC2)cc1,0.9%,2
COc1cccc(CN2CCN(C(=O)c3ccc(-c4ccccc4)cc3)CC2)c1OC,5.5%,.
COc1ccc2c(c1)c(C(=O)N/N=C/c1ccc(Br)cc1)c(C)n2C,-3.2%,-3
COc1ccccc1NC(=S)NCCc1ccccc1,-1.0%,.
NNC(=S)Nc1cccc(-c2n[nH]c(=S)o2)c1,8.3%,-7
COc1c(C)cccc1C(=O)Nc1cc(-c2nn3c(C)nnc3s2)ccc1C,-1.0%,.
O=C(/C=C/c1cccc([N+](=O)[O-])c1)NCCSCc1cccc(Cl)c1,3.0%,2

More results
Molecule,M. tuberculosis GlmU,Mtb RmlCD inh
O=[N+]([O-])c1cc(/C=N/O)ccc1SCc1ccccc1,-0.7%,13
CCCc1ccc(OCc2ccc(C(=O)Nc3cccc(C)n3)o2)c(OC)c1,-4.2%,-4
Nc1ccc(S(N)(=O)=O)cc1N,0.5%,.
N#Cc1ccccc1OCC(=O)NC(=O)NCc1ccco1,-0.8%,.
CCNC(=S)NNC(=S)NCc1ccccc1,-4.8%,-7
CCSc1nnc(NC(=O)C2CCCN(S(=O)(=O)c3cnc[nH]3)C2)s1 (stereo unspecified),-0.2%,10
OC1CCN(C(c2ccc3ncccc3c2)c2nnnn2C2CCCCC2)CC1 (stereo unspecified),-0.1%,.
O=C(CCCN1C(=O)c2ccccc2C1=O)Nc1c2c(nc3c1CCC3)CCC2,2.5%,21
CN(C)C=NC(=O)/C(C#N)=C1\CCc2ccccc2N1,-2.8%,4
COc1ccc(NC(=O)COc2nc(N(C)C)nc(N(C)C)n2)cc1,2.2%,-1
COCCSc1ccccc1C(=O)NCC1CCCO1 (stereo unspecified),1.8%,.
Cc1ccc2nc(Nc3nc(CSc4nnnn4-c4ccccc4)cc(=O)[nH]3)nc(C)c2c1,-1.3%,4
CCC(C(=O)Nc1ccccc1C(=O)N1CCCC1)N1C(=O)c2ccccc2C1=O (stereo unspecified),-5.4%,-7
CC(=O)c1nn(-c2cccc(Br)c2)cc1C(=O)c1cccc2ccccc12,-1.4%,3
CCN(CC)C(=O)COc1ccc2oc(C)c(C(=O)OC(C)C)c2c1,46%,-8

Rewritten with values under each structure: 7 of the compounds above
Value order: M. tuberculosis GlmU, Mtb RmlCD inh
> CCOC(=O)c1nnc(-c2ccccc2)nc1N1CC(C)OC(C)C1 (stereo unspecified)
 : -1.4%, -9
> CCC(C)[C@H](NC(=O)Nc1ccc(C)cc1C)C(=O)O (stereo partly specified)
 : -0.6%, .
> CCOC(=O)C1(Cc2ccccc2)CCCN(C2CCN(C(C)=O)CC2)C1 (stereo unspecified)
 : 2.2%, -4
> Cc1ccc(NC(=O)CN2C(=O)COc3ccc(C)cc32)nc1
 : 2.6%, -3
> O=C(CCCSc1nc2ccccc2s1)NC1=NCCS1
 : 3.3%, 6
> CCc1nc(SCC(=O)NNC(=O)C(C)C)c2ccccc2n1
 : 3.0%, 7
> CC(=O)CCc1oc2c([N+](=O)[O-])cccc2c1-c1ccc(C)o1
 : -1.5%, 2

Continuation:
Molecule,M. tuberculosis GlmU,Mtb RmlCD inh
Cc1ccc(OCC(=O)N2CCN(C(=O)CCC3CCCC3)CC2)cc1,4.3%,4
Cn1c(=O)[nH]c(=O)c2c1nc(Sc1ccccc1)n2CCc1ccccc1,-7.1%,4
O=C(CCCOc1ccc(Cl)cc1Cl)Nc1cccnc1,.,21
CCOCCCNC(=O)c1c[nH]c2c(CC)cccc2c1=O,3.4%,-6
CCNC(=O)N1CCOCC1,2.4%,.
CCOc1ccc(NC(=O)N(C2CCCCC2)C(C)c2ccncc2)cc1 (stereo unspecified),5.0%,-10
COc1ccc(N2CCN(CC(=O)Nc3ccc(-n4cnnn4)cc3)CC2)cc1,-1.2%,28
Cc1ccc(/C(N)=N/OC(=O)c2ccc(F)cc2)cc1,-0.4%,.
O=C(/C=C/Nc1ccc(S(=O)(=O)Nc2cnc3ccccc3n2)cc1)c1cccnc1,8.0%,-7
COC(=O)CNC(=O)COC(=O)/C=C/c1cccs1,.,5
O=C(OCc1nc2ccc(Cl)cc2n1CCO)c1ccc(O)cc1,-4.4%,-3
Nn1c(Cc2ccc(F)cc2)n[nH]c1=S,-2.8%,24
CC(C)CNC(=S)N1CCC(C(=O)c2ccc3c(c2)OCCO3)CC1,4.6%,.
COc1ccc(NC(=O)N2CCN(c3nc4ccccc4n3C(C)C)CC2)cc1,-2.9%,-5
CC(C)c1ccc(S(=O)(=O)Nc2ccc(SC(F)F)cc2)cc1,1.4%,?

Going on with the list:
Molecule,M. tuberculosis GlmU,Mtb RmlCD inh
COc1ccc(N=c2oc3ccccc3cc2C(=O)Nc2ccccn2)cc1OC,-4.2%,0
COc1ccc(-c2oc3ncn4nc(COc5ccccc5)nc4c3c2-c2ccc(OC)cc2)cc1,-4.5%,7
CC(C)Nc1nc(-c2ccccn2)nc(-c2ccccc2)c1C#N,-3.7%,16
CCOC(=O)/C(C#N)=C1\C=CN(C)C(C)=N1,1.4%,-13
Cc1nc(SCC(=O)NCCc2ccccc2)nc(C)c1C,-1.1%,.
O=C(COc1ccccc1-c1ccccc1)c1ccccc1,-5.4%,74
CCOC(=O)C1=C(C)N(C)C(=O)NC1c1cc2c(cc1[N+](=O)[O-])OCO2 (stereo unspecified),-2.9%,-14
COc1cc(/C=C/C(=O)c2ccc(O)cc2)ccc1OCC#N,2.5%,3
Cn1c(O)c(C=NC2CC(C)(C)NC(C)(C)C2)c(=O)n(C)c1=O,1.4%,-6
Cc1ccc(NC(=O)N2CCC(O)(c3cccnc3)CC2)cc1,-1.3%,.
Cc1nc(-c2ccc(C(F)(F)F)cc2)sc1C(=O)NN,0.1%,1
COC(=O)c1ccccc1NC(=O)c1cnn2c(C)cc(C)nc12,-0.7%,-16
CCN(CC)c1ccc(NC(=O)/C=C\c2ccccc2Cl)cc1,0.1%,.
CCOc1ccc(Br)cc1S(=O)(=O)Nc1ccc(C(=O)OCC(=O)N(C)c2ccccc2)cc1,6.1%,.
CC(C)=CCC/C(C)=C/C=N/NC(=O)c1cccc([N+](=O)[O-])c1,-0.2%,-4

Next part:
Molecule,M. tuberculosis GlmU,Mtb RmlCD inh
CC1CC(C)CN(C(=O)CCCn2c(=S)[nH]c3ccccc3c2=O)C1 (stereo unspecified),4.9%,.
Cc1ccc(NC(=S)N2CCCC(CO)C2)c(C)c1 (stereo unspecified),-1.7%,.
COc1ccc(OCCOCCOc2ccc(C)cc2[N+](=O)[O-])cc1,-1.6%,4
O=C(Oc1cccc(N2C(=O)C3C4c5ccccc5C(c5ccccc54)C3C2=O)c1)c1ccco1 (stereo unspecified),4.1%,-10
COc1ccc(-n2nc(C(=O)NCC(=O)NCc3ccco3)c3ccccc3c2=O)cc1Cl,-4.6%,.
CC1CN(Cc2nc3c(c(=O)n(C)c(=O)n3C)n2Cc2cccc(Cl)c2)CC(C)O1 (stereo unspecified),-1.8%,15
CCOc1cc(C(=O)Nc2ncccn2)cc(OCC)c1OCC,-4.0%,.
CCOc1cc(OCC)nc(S(C)(=O)=O)n1,5.7%,12
Cc1ccc(NC2SC(=O)N(Cc3cccc(C(=O)O)c3)C2=O)cc1 (stereo unspecified),-5.0%,.
COC(=O)c1ccc(NC(=O)CSc2nnc(COc3ccc4c(c3)CCCC4)o2)cc1,3.6%,-12
CCCC1C2C(=O)N(c3ccccc3)C(=O)C2ON1c1ccccc1 (stereo unspecified),1.6%,4
CCOC(=O)c1cnc(SC)nc1NCCOC,5.8%,-11

Screening data as filed in PubChem BioAssay.
